TRHR PAM = allosterically enhances the human TRH receptor; P34981; TRHR cells, fluo-8 calcium fluorescence, EC20 TRH enhancement; enhancement, % at 2 µM; 360,000 compounds, 0.66% hits; AID 493056; in the data active = enhancement above about 30%; also: 0% is about no effect
Target sequence (P34981 whole entry, looked up): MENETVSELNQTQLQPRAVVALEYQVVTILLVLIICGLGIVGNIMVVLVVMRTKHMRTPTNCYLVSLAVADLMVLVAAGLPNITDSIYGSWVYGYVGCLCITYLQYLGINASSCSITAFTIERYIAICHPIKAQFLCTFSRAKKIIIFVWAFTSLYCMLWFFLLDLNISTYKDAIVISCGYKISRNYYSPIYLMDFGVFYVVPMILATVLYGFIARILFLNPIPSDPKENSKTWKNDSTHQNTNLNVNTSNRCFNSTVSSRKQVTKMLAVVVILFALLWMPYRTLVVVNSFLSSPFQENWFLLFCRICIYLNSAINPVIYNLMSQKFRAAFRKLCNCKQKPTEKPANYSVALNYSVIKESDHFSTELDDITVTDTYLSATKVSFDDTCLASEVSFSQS
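TRHR-expressing cells loaded with fluo-8 calcium dye were read kinetically (ex 480/em 530) during compound addition, then stimulated with an EC20 of TRH (10 nM final). Enhancement of the Gq-mediated intracellular calcium response was scored.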
D2 agonist = activates the human D2 dopamine receptor. 340,000 compounds, 0.53% hits. activation, % at 2 µM. HEK293 T-REx D2 cells, calcium flux agonist mode. AID 485358. P14416;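 active = activation over 3 SD above normal in the single-dose calcium agonist read, cut at about 30% in these data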; also: 0% is about no effect
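In this primary screen, compounds producing a positive calcium signal within 180 s of addition to tetracycline-induced, force-coupled HEK293 Trex D2 cells are flagged; cells are dye-loaded with a no-wash calcium kit beforehand.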
USP1-UAF1 inh = USP1/UAF1 (human) deubiquitinase inhibition; O94782; AID 743255; Potency, µM (series often up to 57.1 µM), inactives show at the highest dose activity change, negative = inhibition, usual class: inhibitors; recombinant USP1/UAF1, Ub-Rhodamine cleavage fluorescence; 390,000 compounds, 0.23% hits; also: potency is read from the fitted curve at half-maximal effect; % is scaled to controls: 0 for no effect and ±100 for the full control effect; nearly all actives have a fitted effect of over 60% in size; inactives centre near -12
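USP1/UAF1 complex (1 nM) preincubated 15 min at room temperature with compound, then Ub-Rho substrate (150 nM final) added. Kinetic fluorescence at 480/540 nm over 6 reads at 60 s intervals; 50 mM HEPES pH 7.8, 0.5 mM EDTA, 0.1 mg/ml BSA, 1 mM TCEP, 0.01% Tween-20.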
TRHR ag = activates the human TRH receptor; P34981; TRHR cells, calcium flux fluo-8, FDSS agonist mode; activation, % at 2 µM; 360,000 compounds, 0.18% hits; AID 493084; in the data active = activation above about 30%; also: 0% is about no effect
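TRHR-expressing cells loaded with fluo-8 calcium dye; 23 nL library compound pin-transferred, kinetic FDSS fluorescence (Ex 480/Em 530) recorded about 180 s for agonist-induced calcium release, before a 10 nM TRH EC20 addition for potentiator mode.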
D2 antag = antagonists of human D2 dopamine receptor; P14416; HEK293 TREx D2 cells, calcium flux, dopamine EC80; inhibition, % at 10 µM; 340,000 compounds, 2% hits; AID 485344; in the data active = inhibition above about 30%; also: 0% is about no effect
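Tetracycline-induced HEK293 T-REx cells expressing D2 force-coupled to calcium signalling were dye-loaded, exposed to compound for 180 s, then challenged with an EC80 of dopamine; calcium flux was followed kinetically for a further 180 s.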
TrxR1 inh = blocks rat thioredoxin reductase 1 | recombinant rTrxR1, NADPH fluorescence consumption, selenite substrate | Potency, µM (series often up to 114 µM), for the others: at the top dose activity change, negative = inhibition, most hits filed as inhibitors | AID 588453 | 390,000 compounds, 1% hits | O89049; also: potency is read from the fitted curve at half-maximal effect; % is scaled to controls: 0 for no effect and ±100 for the full control effect; nearly all actives have a fitted effect of over 65% in size
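Rat TrxR1 (90 nM in the dispensed reagent) was pre-reduced with 400 uM NADPH for 5 min at room temperature, then incubated with compound for 15 min. After 400 uM selenite was added, NADPH fluorescence (Ex 340/Em 450 nm) was followed for 8 min.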
mIDH1 inhibitor = human IDH1 R132H inhibition; O75874; IDH1-R132H enzyme, NADPH consumption, diaphorase/resazurin fluorescence; Potency, µM (highest dose often 76.6 µM), without a hit: at the highest dose activity change, negative = inhibition, most hits filed as inhibitors; 390,000 compounds, 0.093% hits; also: potency is read from the fitted curve at half-maximal effect; % is scaled to controls: 0 for no effect and ±100 for the full control effect; nearly all actives have a fitted effect of over 65% in size
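IDH1-R132H (0.5 ug/mL) preincubated 30 min with compound, then NADPH (0.016 mM) and alpha-KG (2 mM) added; 80 min at RT, pH 7.5. Remaining NADPH coupled via diaphorase/resazurin to fluorescence (540/590 nm); concentration-response curves normalized to no-enzyme control.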
PI4K2A inh = PI4K2A (human) kinase inhibition | purified PI4K2A, ADP-Glo luminescence, 1 h; stronger effect = lower value | activity change, negative = inhibition, % at 76.9 µM | 420,000 compounds, 0.13% hits | AID 1346378; in the data active = activity change below about -50%; inconclusive = mostly about -30% to -49%;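 also: -100% = wells without enzyme as full effect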
Target sequence (Q9BTU6 whole entry, looked up): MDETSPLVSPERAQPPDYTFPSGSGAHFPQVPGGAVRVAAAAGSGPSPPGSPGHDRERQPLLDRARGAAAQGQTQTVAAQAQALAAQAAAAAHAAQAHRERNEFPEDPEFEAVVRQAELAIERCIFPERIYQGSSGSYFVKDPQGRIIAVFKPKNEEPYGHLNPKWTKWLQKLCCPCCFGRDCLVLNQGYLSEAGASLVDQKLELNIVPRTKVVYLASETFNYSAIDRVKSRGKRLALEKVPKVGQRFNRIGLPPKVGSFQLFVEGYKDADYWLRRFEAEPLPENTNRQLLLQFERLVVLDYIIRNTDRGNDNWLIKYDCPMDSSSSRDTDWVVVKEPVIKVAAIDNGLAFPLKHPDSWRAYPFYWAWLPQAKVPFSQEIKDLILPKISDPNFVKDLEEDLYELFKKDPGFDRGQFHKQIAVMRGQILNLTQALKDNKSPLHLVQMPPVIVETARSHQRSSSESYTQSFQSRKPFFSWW
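ADP-Glo luminescence measured ADP generated by PI4K2A enzyme (4 ug/mL before mixing) with 1.2 mM PI substrate (pre-mix) and 300 microM ATP (pre-mix). Tris pH7.5 buffer with MgCl2, Triton X-100; 1 h reaction at ambient temperature.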
TrxR1 substrate = rat thioredoxin reductase 1 substrate activity | 390,000 compounds, 0.01% hits | Potency, µM (series often up to 114 µM), without a hit: at the top dose activity change, negative = substrate turnover | AID 588456 | purified TrxR1 substrate turnover, NADPH consumption readout; also: potency is read from the fitted curve at half-maximal effect; % is scaled to controls: 0 for no effect and ±100 for the full control effect; nearly all actives have a fitted effect of over 50% in size
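Rat TrxR1, dispensed at 90 nM, was prereduced with 400 uM NADPH (final) for 5 min at ~22 deg C, then incubated with compound 15 min before 400 uM selenite. A first-read NADPH fluorescence drop versus no-compound background flagged substrates.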
* = called active by the depositor; [ ] = remark or other dose. Unless noted, calls follow the shape of the dose curve; as a rule, active = well fitted inhibition curve with a large enough effect; inconclusive = small, poorly fitted or top-dose-only effect; inactive = no such curve, though single readings can be large or run the other way.

Preview (2 entries):
O=S1CCCSC1c1cccnc1 (configuration not stated) was read as TRHR PAM 5, D2 agonist 0.9, USP1-UAF1 inh 5%, TRHR ag 0.6, D2 antag 8, TrxR1 inh 26%, mIDH1 inhibitor -1%, PI4K2A inh 6 and TrxR1 substrate 8%.
`O=C(O)CC(CC(=O)O)(C(=O)O)c1ccccc1` gave TRHR PAM 1, D2 agonist -0.6, USP1-UAF1 inh -21%, TRHR ag -0.1, D2 antag 1, TrxR1 inh 19%, mIDH1 inhibitor 3%, PI4K2A inh -3 and TrxR1 substrate 7%.

The listing, previewed entries included:
O=S1CCCSC1c1cccnc1 (configuration not stated) was read as TRHR PAM 5, D2 agonist 0.9, USP1-UAF1 inh 5%, TRHR ag 0.6, D2 antag 8, TrxR1 inh 26%, mIDH1 inhibitor -1%, PI4K2A inh 6 and TrxR1 substrate 8%.
`O=C(O)CC(CC(=O)O)(C(=O)O)c1ccccc1` gave TRHR PAM 1, D2 agonist -0.6, USP1-UAF1 inh -21%, TRHR ag -0.1, D2 antag 1, TrxR1 inh 19%, mIDH1 inhibitor 3%, PI4K2A inh -3 and TrxR1 substrate 7%.
For CCOc1ccccc1NC(=O)Cn1c(=O)n(Cc2cccs2)c(=O)c2cccnc21 the results were TRHR PAM -5, D2 agonist 0.0, USP1-UAF1 inh 4%, TRHR ag 0.3, TrxR1 inh 10%, mIDH1 inhibitor -11%, PI4K2A inh -3 and TrxR1 substrate 8%.
For Cc1cccc(NC(=O)CSc2ncnc3sc(C)c(C)c23)n1 the results were TRHR PAM 6, D2 agonist -0.3, USP1-UAF1 inh -7%, TRHR ag 0.1, D2 antag 14, TrxR1 inh -25%, mIDH1 inhibitor 3%, PI4K2A inh -3 and TrxR1 substrate -14%.
For C/C(=N\NC(=O)C1CCCC1)c1ccc(Cl)c(Cl)c1 the results were TRHR PAM 6, D2 agonist -0.6, USP1-UAF1 inh -24%, TRHR ag 0.0, D2 antag -15, TrxR1 inh 17%, mIDH1 inhibitor 18%, PI4K2A inh 2 and TrxR1 substrate 6%.
For CC(=O)c1cc(F)c(N2CCN(C(=O)COc3ccccc3F)CC2)cc1C the results were TRHR PAM -3, D2 agonist 0.7, USP1-UAF1 inh -16%, TRHR ag 0.0, D2 antag -4, TrxR1 inh inconclusive, mIDH1 inhibitor 6%, PI4K2A inh 5 and TrxR1 substrate -4%.
COc1ccc(-c2cccc(NS(=O)(=O)c3cc([N+](=O)[O-])ccc3C)c2)nn1 was read as TRHR PAM 1, D2 agonist 0.6, USP1-UAF1 inh -6%, TRHR ag -0.2, D2 antag 5, TrxR1 inh -3%, mIDH1 inhibitor 2%, PI4K2A inh 1 and TrxR1 substrate -1%.
`Cc1ccc(NC(=O)CSc2nnc(-c3ccoc3C)n2CCCN(C)C)cc1Cl` gave TRHR PAM -3, D2 agonist 0.5, USP1-UAF1 inh -2%, TRHR ag -0.4, D2 antag -2, TrxR1 inh 5%[57.1 µM], mIDH1 inhibitor 3%, PI4K2A inh 1 and TrxR1 substrate 3%[57.1 µM].
`Cc1ccc(S(=O)(=O)N2CCC(=O)N(CCOCc3cccc(C)c3)CC2)cc1` gave TRHR PAM -5, D2 agonist 2.3, USP1-UAF1 inh -19%, TRHR ag -0.3, D2 antag -12, TrxR1 inh 18%, mIDH1 inhibitor -6%, PI4K2A inh -2 and TrxR1 substrate -2%.
For Cc1ccccc1N(C(=O)Cn1nnc2ccccc21)C(C(=O)NCc1ccco1)c1ccncc1 (configuration not stated) the results were TRHR PAM -5, D2 agonist 0.3, USP1-UAF1 inh -4%, TRHR ag 0.0, D2 antag 3, TrxR1 inh 8%[57.1 µM], mIDH1 inhibitor 3%, PI4K2A inh 9 and TrxR1 substrate 8%[57.1 µM].
`Cn1c(C(N)=O)cnc1Sc1ncc(C(F)(F)F)cc1Cl` gave TRHR PAM 0, D2 agonist 0.0, USP1-UAF1 inh 1%, TRHR ag 0.1, D2 antag 12, TrxR1 inh 3%[11.4 µM], mIDH1 inhibitor 0%, PI4K2A inh -17 and TrxR1 substrate -6%[11.4 µM].
CCOc1ccc(NC(=O)CSc2nc3c([nH]c4ccccc43)c(=O)n2-c2cc(C)cc(C)c2)cc1 was read as TRHR PAM -4, D2 agonist 0.8, USP1-UAF1 inh -24%, TRHR ag 0.4, TrxR1 inh 2%[57.1 µM], mIDH1 inhibitor 4%, PI4K2A inh -1 and TrxR1 substrate 1%[57.1 µM].
For CC(=O)Nc1ccc(S(=O)(=O)Nc2ccccc2C(=O)NCc2cccnc2)cc1 the results were TRHR PAM 12, USP1-UAF1 inh -15%, TRHR ag -2.3, TrxR1 inh 24%, mIDH1 inhibitor -1%, PI4K2A inh 5 and TrxR1 substrate 6%.
Screening O=C(Nc1sc2c(c1C(=O)NCC1CCCO1)CCC2)c1cc(=O)c2ccccc2o1 (configuration not stated) returned TRHR PAM 4, D2 agonist -1.0, USP1-UAF1 inh -8%, TRHR ag -0.7, TrxR1 inh 18%, mIDH1 inhibitor 30%[activator], PI4K2A inh 0 and TrxR1 substrate 9%.
`NS(=O)(=O)c1ccc(CCNC(=O)COC(=O)c2nc(Cl)ccc2Cl)cc1` gave TRHR PAM -3, D2 agonist 21, USP1-UAF1 inh -12%, TRHR ag 0.6, D2 antag 3, TrxR1 inh 5%, mIDH1 inhibitor 9%, PI4K2A inh -8 and TrxR1 substrate 7%.
O=C(O)COc1ccc2c(c1)O/C(=C\c1ccco1)C2=O was read as TRHR PAM -1, D2 agonist 0.7, USP1-UAF1 inh -3%, TRHR ag -0.3, D2 antag -6, TrxR1 inh 45µM*, mIDH1 inhibitor 2%, PI4K2A inh -22 and TrxR1 substrate -1%.
Cc1ccc(-n2c(=O)c3c4c(sc3n(CC(=O)Nc3cccc(Cl)c3)c2=O)CCCCC4)cc1C was read as TRHR PAM 7, D2 agonist 1.2, USP1-UAF1 inh -11%, TRHR ag 1.5, TrxR1 inh 20%, mIDH1 inhibitor 0%, PI4K2A inh 0 and TrxR1 substrate 2%.
CSc1ncccc1C(=O)N1CCCC(CCC(=O)NCc2ccc(F)c(F)c2)C1 (configuration not stated) was read as TRHR PAM -4, D2 agonist -0.5, USP1-UAF1 inh -1%, TRHR ag -0.1, D2 antag -1, TrxR1 inh 12%[57.1 µM], mIDH1 inhibitor 8%, PI4K2A inh -10 and TrxR1 substrate -14%[57.1 µM].
For CCn1c(SC(C)C(=O)NCC2CCCO2)nc2scc(-c3ccccc3)c2c1=O (configuration not stated) the results were TRHR PAM 0, D2 agonist -0.2, USP1-UAF1 inh -16%, TRHR ag -0.1, D2 antag 8, TrxR1 inh 8%[57.1 µM], mIDH1 inhibitor 6%, PI4K2A inh -2 and TrxR1 substrate 1%[57.1 µM].
`CCC(=O)c1cn(CCOc2ccccc2OC)c2ccccc12` gave TRHR PAM -7, D2 agonist -1.7, USP1-UAF1 inh -5%, TRHR ag -0.1, D2 antag 7, TrxR1 inh 18%[57.1 µM], mIDH1 inhibitor 6%, PI4K2A inh 1 and TrxR1 substrate 1%[57.1 µM].
`Cc1nonc1OCCNCCNc1ccccc1[N+](=O)[O-]` gave TRHR PAM 11, USP1-UAF1 inh -18%, TRHR ag 0.2, TrxR1 inh 10%, mIDH1 inhibitor -5%, PI4K2A inh -1 and TrxR1 substrate -3%.
Screening C(=C\N1CCCCCC1)/c1nnnn1-c1ccc(-c2ccccc2)cc1 returned TRHR PAM -5, D2 agonist -0.4, USP1-UAF1 inh -6%, TRHR ag 1.0, D2 antag 0, TrxR1 inh 20%[57.1 µM], mIDH1 inhibitor -1%, PI4K2A inh 4 and TrxR1 substrate 11%[57.1 µM].
For O=C(CSc1nc2c(c(=O)[nH]1)CN(Cc1ccc(F)cc1)CC2)Nc1ccccc1Cl the results were TRHR PAM -5, D2 agonist -0.2, USP1-UAF1 inh -14%, TRHR ag 0.2, TrxR1 inh 11%, mIDH1 inhibitor -22%, PI4K2A inh -1 and TrxR1 substrate 18%.
`Cc1ccc(NC(=O)CCCCCN2C(=O)c3ccccc3C2=O)nc1` gave TRHR PAM 2, D2 agonist -1.1, USP1-UAF1 inh -22%, TRHR ag -0.5, D2 antag 4, TrxR1 inh 16%, mIDH1 inhibitor 14%, PI4K2A inh 0 and TrxR1 substrate 2%.
`COc1cccc(NC(=O)CN(C)C(=O)CSc2nc(C)cc(C)n2)c1` gave TRHR PAM 7, D2 agonist -1.0, USP1-UAF1 inh -19%, TRHR ag 0.6, D2 antag 41*, TrxR1 inh 11%, mIDH1 inhibitor 0%, PI4K2A inh 0 and TrxR1 substrate 5%.
For Cc1cc(NC(=O)c2ccc(-c3ccc(F)c(Cl)c3)o2)no1 the results were TRHR PAM -3, D2 agonist -1.8, USP1-UAF1 inh -11%, TRHR ag 0.1, D2 antag 4, TrxR1 inh 20%, mIDH1 inhibitor -3%, PI4K2A inh 2 and TrxR1 substrate 8%.
CN(Cc1ccccc1)S(=O)(=O)c1cccs1 was read as TRHR PAM 2, D2 agonist -0.4, USP1-UAF1 inh 27%, TRHR ag -0.9, D2 antag 3, TrxR1 inh 3%, mIDH1 inhibitor 14%, PI4K2A inh -1 and TrxR1 substrate 9%.
For COc1ccc(F)cc1S(=O)(=O)n1cnc2ccccc21 the results were TRHR PAM -6, D2 agonist 1.5, USP1-UAF1 inh 3%, TRHR ag 0.0, D2 antag -5, TrxR1 inh 12%, mIDH1 inhibitor 1%, PI4K2A inh 7 and TrxR1 substrate -3%.

High-throughput results (PubChem BioAssay)
